V-ATPase pH: alters yeast V-ATPase proton transport. S. cerevisiae, pHLuorin cytosolic pH fluorescence. response, % at 10 µM. hit rate 0.37% among 350,000. AID 504577; in the data active = response mostly above about 7.3%, no sharp cut-off; inactive = mostly below about 5.4%; also: actives read high; inactives centre near 0; some compounds called inactive have numbers as strong as hits; reference of the scale not given here
cardiac RTF act: cardiac RTF calcium sensitization; P19429+P45379; IANBD-labeled TnC RTF fluorescence at EC20 calcium; 0% EC20 calcium, 100% full calcium; activation, % at 7.2 µM; hit rate 0.24% among 340,000;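 active = activation above the mean over all tested compounds plus 3 SD, cut at about 30% in these data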;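 also: rise in fluorescence read as greater calcium sensitivity of cardiac thin filaments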
Wnt bcat act: Wnt/beta-catenin pathway activation | Wnt/beta-catenin reporter cell assay, activator, plate reader | hit rate 1.2% among 300,000 | activation, % at 9.35 µM; in the data active = activation above about 30%, passing the limit was not always enough;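 also: 0% = neutral control wells and 100% = positive control wells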
LANA DNA inh: inhibitors of KSHV LANA C-terminal domain DNA binding; MBP-C-LANA/FAM-LBS DNA binding, fluorescence polarization; inhibition, % at 9 µM; hit rate 0.078% among 340,000;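 active = highest replicate inhibition at or above 60% at 9 µM, even if other replicates fall short; inactive = all replicates below 60% inhibition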;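 also: 0% = neutral control wells and 100% = 4 µM acridine orange control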
OPRM1-OPRD1 ag: OPRM1-OPRD1 heterodimerization agonism | P35372+P41143 | cells, luminescence | activation, % at 9.3 µM | hit rate 0.3% among 340,000; in the data active = activation above about 18%;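 also: 0% = vehicle-treated cells and 100% = reference agonist; values of inactives mirror those of a sister screen read the other way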
Keap1 Nrf2 FP: disrupts human Keap1 binding to Nrf2 peptide; Q14145; Keap1 Kelch-Nrf2 peptide fluorescence polarization, 1536-well; inhibition, % at 9.4 µM; hit rate 0.15% among 340,000; AID 504523; in the data active = inhibition above about 12%;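 also: human Keap1 Kelch domain with fluorescein labeled Nrf2 9mer peptide probe; 0% = neutral control wells and 100% = peptide positive control; higher means more block of Keap1 binding to Nrf2 peptide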
Pemphigus Ab inh: blocks pemphigus antibody binding to human desmoglein-3; P32926; binding (percent of control), % at 10 µM; hit rate 0.48% among 310,000; DSG3-coupled beads, scFv-anti-DSG3-GFP binding, flow cytometry; hits give low values;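 active = binding more than 3 SD below its plate's average and above zero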;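 also: hits lower antibody fragment binding to DSG3; some compounds called inactive have numbers as strong as hits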
Target sequence (P32926 whole entry, looked up, the tested form may be a part): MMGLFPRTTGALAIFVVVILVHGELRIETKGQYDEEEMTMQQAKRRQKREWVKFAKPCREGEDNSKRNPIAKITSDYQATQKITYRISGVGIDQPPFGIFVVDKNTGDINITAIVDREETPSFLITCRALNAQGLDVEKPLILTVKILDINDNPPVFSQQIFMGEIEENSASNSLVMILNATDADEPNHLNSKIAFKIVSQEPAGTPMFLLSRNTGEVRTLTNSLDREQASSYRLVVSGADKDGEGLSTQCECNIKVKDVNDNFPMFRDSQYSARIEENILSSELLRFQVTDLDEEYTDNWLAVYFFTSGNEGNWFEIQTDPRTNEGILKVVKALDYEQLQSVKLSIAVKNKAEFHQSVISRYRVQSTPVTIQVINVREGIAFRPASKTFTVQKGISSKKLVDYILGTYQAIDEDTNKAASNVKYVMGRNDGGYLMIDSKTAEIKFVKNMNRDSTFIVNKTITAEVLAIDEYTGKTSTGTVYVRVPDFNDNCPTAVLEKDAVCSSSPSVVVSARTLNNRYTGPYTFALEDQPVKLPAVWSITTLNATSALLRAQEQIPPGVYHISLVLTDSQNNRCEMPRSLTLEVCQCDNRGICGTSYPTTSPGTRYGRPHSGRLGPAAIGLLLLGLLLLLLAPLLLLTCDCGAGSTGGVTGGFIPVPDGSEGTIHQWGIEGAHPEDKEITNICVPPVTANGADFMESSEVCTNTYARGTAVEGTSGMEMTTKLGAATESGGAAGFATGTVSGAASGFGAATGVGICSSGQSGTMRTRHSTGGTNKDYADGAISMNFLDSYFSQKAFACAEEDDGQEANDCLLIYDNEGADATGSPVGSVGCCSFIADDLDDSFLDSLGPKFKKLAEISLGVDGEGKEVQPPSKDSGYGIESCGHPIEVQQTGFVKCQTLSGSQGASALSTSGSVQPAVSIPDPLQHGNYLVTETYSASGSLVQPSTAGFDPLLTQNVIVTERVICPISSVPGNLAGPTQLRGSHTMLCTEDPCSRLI
RTF Ca sens inh: cardiac RTF calcium desensitization; IANBD-labeled cardiac RTF, Ca2+ fluorescence; inhibition, % at 7.15 µM; AID 493244; hit rate 0.12% among 340,000; P19429+P45379;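 active = inhibition above the mean inhibition of all tested compounds plus 3 SD, cut at about 17% in these data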;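 also: assay run at fixed EC70 calcium of 1.6 mM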
MOR-DOR inv ag: mu-delta opioid heterodimer inverse agonism | inhibition, % at 9.3 µM | hit rate 0.21% among 340,000 | cell-based MOR-DOR heterodimer luminescence | P35372+P41143; in the data active = inhibition above about 22%, passing the limit was not always enough;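 also: 0% = cells with DMSO and 100% = wells without cells with DMSO; values of inactives mirror those of a sister screen read the other way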
Arrestin-AP2 inh: inhibitors of human beta-arrestin and AP2 interaction; inhibition, % at 10 µM; FITC-arrestin peptide / GST-AP2 beads, flow cytometry; AP2 beta2 appendage carries R879A mutation; hit rate 0.31% among 340,000;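 active = inhibition above a set limit, near 3 SD of compounds lacking own fluorescence, cut at about 54% in these data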;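 also: plate controls were DMSO wells for no effect and 5 µM unlabelled arrestin peptide for full effect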
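Test system: GST-tagged AP2 beta2-adaptin appendage (R879A) on 4 µm glutathione beads; also added: fluorescein-tagged arrestin peptide at 50 nM final; timing: 12 min plus 1 h, RT; signal: flow cytometry, FL1 (488/535 nm); read-out: percent drop in bead-associated FITC signal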
* marks the source's active call; other numbers are inactive results; . = not tested or not shown.

SMILES	V-ATPase pH	cardiac RTF act	Wnt bcat act	LANA DNA inh	OPRM1-OPRD1 ag	Keap1 Nrf2 FP	Pemphigus Ab inh	RTF Ca sens inh	MOR-DOR inv ag	Arrestin-AP2 inh
Cc1ccc(CCNC(=O)CCS(=O)(=O)c2ccc3nc(C)sc3c2)cc1	1	15	-2	1.5	-0.2	-2	-11*	-11	1	16
COC(=O)Cc1c[nH]c2ccc(OCC(O)CNC(C)C)cc12 (centres undefined)	0	0	-2	-0.2	0.2	-3	98	-8	-1	25
Nc1nc2c(F)c(F)c(F)cc2s1	1	1	-1	0.3	-2.3	-5	99	0	12	37
Cc1ccc(CN(C(=O)c2ccc(Cl)c([N+](=O)[O-])c2)C2CCS(=O)(=O)C2)o1 (centres undefined)	-2	-8	-2	-1.4	-1.3	-3	.	-3	7	-4
COc1ccc(Cl)cc1NC(=O)CN(C)C(=O)c1cccc(S(=O)(=O)N2CCN(C)CC2)c1	2	9	-2	-0.4	-2.5	-1	117	3	10	4
CCOc1cc(CNCc2cccnc2)ccc1OCC(=O)NC(C)(C)C	-1	-2	0	-2.3	-0.8	-3	99	-5	5	-5
Cc1ccc(SCCC(=O)OCC(=O)Nc2ncc(Cl)cc2Cl)cc1	-3	-3	.	-0.2	0.0	3	97	-8	0	-1
CCCC(=O)Nc1ccc(NC(=O)c2cccc(OC)c2)nc1	3	-7	.	-1.7	0.0	-3	98	15	0	3
CNC(C)C#Cc1ccc2c(=O)c3cc(C)c(C)cc3oc2c1 (centres undefined)	-3	5	9	-3.9	-1.5	-3	115	-6	8	-7
COc1cccc(-c2csc(N3CCN(CC(=O)NNC(=O)c4ccco4)CC3)n2)c1	0	5	0	0.0	-1.5	4	99	-6	8	-1
COC(=O)c1sccc1NC(=O)c1ccccc1F	-1	-2	1	1.5	1.8	3	98	-2	-8	-19
CC(C)COc1ccc(C(=O)OC2CC(C)(C)OCC2CN(C)C)cc1 (centres undefined)	0	-6	.	1.5	-1.5	-2	97	2	7	3
CCOC(=O)C1CCN(C(=O)/C=C/c2ccccc2)CC1	1	-2	45*	-0.1	-2.9	-3	88	6	15	-9
COCC1=C(C(=O)OC)C(c2cccs2)n2ncnc2N1 (centres undefined)	3	-10	-1	-1.2	-4.5	-3	108	0	23	4
COc1ccc(N(CCC#N)C(=O)/C(C#N)=C\c2cccs2)cc1	11	13	0	1.0	0.8	-5	107	-18	-4	-4
CCCc1nnc(NC(=S)Nc2ccccc2)s1	10	9	23	-1.1	1.1	-3	104	-8	-5	2
CCOc1ccc(NC(=O)CSc2n[nH]c(=O)n2-c2ccccc2)cc1	8	3	.	1.1	-0.4	-2	100	-4	2	-4
CCC1S/C(=N/N=C/c2ccco2)N(Cc2ccccc2C)C1=O (centres undefined)	-4	4	0	0.7	-1.4	-5	109	-2	8	9
COc1ccc(/C(C)=N\NC(=O)c2ccc(-c3ccccc3)cc2)c(F)c1	2	-1	0	-1.2	-0.3	-4	103	-4	2	-10
O=C(c1ccco1)N1CCN(Cc2cc(=O)c(OCc3cccc(F)c3)co2)CC1	7	2	-3	2.4	-0.7	-1	107	-6	4	40
CC1SCC(=O)N(CC(=O)Nc2ccc3c(c2)OCCO3)C1=O (centres undefined)	-4	4	-1	-2.0	-0.6	1	.	0	3	19
Cc1cc(OC(=O)c2ccccc2Cl)c([N+](=O)[O-])c(=O)[nH]1	0	5	-4	-0.2	-1.5	-9	101	0	8	4
COc1ccc(C(=O)CN2C(=O)NC3(CCCc4ccccc43)C2=O)cc1OC (centres undefined)	0	-3	2	-2.0	-2.2	-5	110	2	12	-6
Cc1cc(C(=O)Nc2nnc(-c3ccccc3)s2)no1	2	-1	-2	-3.4	-1.5	-1	.	13	8	6
COc1ccc(-c2nnc(SCc3nnc(-c4ccc(Cl)cc4)o3)n2-c2ccccc2)cc1	-7	-1	.	-0.1	-0.2	-2	101	11	1	14
COc1cccc(NC(=O)Nc2ccc(CC(=O)O)cc2)c1	1	14	-2	-0.7	1.3	-4	105	-10	-7	10
O=C(Nc1cccc2ccccc12)NC1CCCCC1	-1	2	2	-0.3	-0.1	-3	114	1	1	9
CSc1nnc(C)c(/C=C/Nc2ccc(Cl)cc2)n1	9	4	-1	-1.6	0.5	-11	104	-10	-2	3
CC(/C=C/c1ccccc1)=N/NC(=O)c1cc([N+](=O)[O-])cc([N+](=O)[O-])c1	-3	13	-6	-1.4	3.6	3	100	0	-18	26
N#Cc1ccsc1NC(=O)c1cnccn1	1	0	-4	-1.9	-0.9	-5	.	-13	5	-5
CNS(=O)(=O)c1cccc(C(=O)OCC(=O)c2ccc3c(c2)OCCO3)c1	-5	6	24	-0.6	-4.3	3	100	-3	21	-11
CCOC(=O)Cn1c(=O)c2c(nc(N3CCCCC3)n2C)n(C)c1=O	2	2	.	-0.5	-1.9	-4	107	5	11	-30
Cn1c(SCC(=O)Nc2ccc(C(N)=O)cc2)nnc1-c1cccs1	3	-6	0	0.5	-1.8	-6	125	-5	9	-2
Cc1csc(NC(=O)CCC(=O)N(CC(=O)NC2CCCC2)c2ccccc2)n1	0	1	-1	0.0	1.8	-4	.	-6	-13	7
CC(=O)c1cccc(N(CC(=O)Nc2ccc(S(=O)(=O)N3CCCC3)cc2)S(C)(=O)=O)c1	0	-5	1	-1.6	-1.9	-2	98	-14	13	-2
COc1ccc(NC(=O)C/C(C)=N/NC(=O)c2cnccn2)c(OC)c1	-8	5	-1	1.4	-1.3	-3	96	1	7	7
CN(C)c1nnnn1-c1ccc(Cl)cc1	-2	-3	-5	-1.0	1.0	6	101	4	-7	11
O=C(CC(Nc1ccccc1Cl)C(=O)OCC(=O)c1cccs1)c1ccccc1 (centres undefined)	4	0	26	-0.1	3.6	-1	.	-3	-18	2
CS(=O)(=O)N(CC(=O)N1CCN(c2ccc(F)cc2)CC1)c1ccc(F)c(Cl)c1	2	-1	.	0.1	-1.1	2	103	4	6	-6
COc1ccc(NC2SC(=O)N(CC(=O)O)C2=O)cc1 (centres undefined)	-3	6	4	1.1	0.1	-1	96	3	-1	17
Cc1cccc(NC(=O)C(C)SCc2nc3sc4c(c3c(=O)[nH]2)CCCC4)n1 (centres undefined)	-3	4	0	0.3	-1.7	-5	109	-20	11	-9
CCCCN(C)C(=O)c1ccc2c(c1)N(CC)C(=O)c1ccccc1S2(=O)=O	0	-2	-1	0.2	-1.4	-1	99	-9	8	-3
COc1ccccc1NC(=O)COc1ccc(Br)cc1CNC1CCCC1	2	1	-1	2.1	0.9	1	104	-19	-4	16
CCNC(=S)NNC(=O)c1cc(-c2ccc(OCC)cc2)nc2ccccc12	12	0	-2	0.0	0.7	2	92	-6	-4	5
O=C(COc1ccc2c3c(c(=O)oc2c1)CCC3)NCC(O)c1ccccc1 (centres undefined)	-2	-2	0	2.0	-2.2	2	.	-6	12	-6

Three entries from above, ordered by molar mass, highest first.
SMILES	V-ATPase pH	cardiac RTF act	Wnt bcat act	LANA DNA inh	OPRM1-OPRD1 ag	Keap1 Nrf2 FP	Pemphigus Ab inh	RTF Ca sens inh	MOR-DOR inv ag	Arrestin-AP2 inh
COc1ccc(-c2nnc(SCc3nnc(-c4ccc(Cl)cc4)o3)n2-c2ccccc2)cc1	-7	-1	.	-0.1	-0.2	-2	101	11	1	14
CCOC(=O)Cn1c(=O)c2c(nc(N3CCCCC3)n2C)n(C)c1=O	2	2	.	-0.5	-1.9	-4	107	5	11	-30
CCCc1nnc(NC(=S)Nc2ccccc2)s1	10	9	23	-1.1	1.1	-3	104	-8	-5	2

Other entries
SMILES	V-ATPase pH	cardiac RTF act	Wnt bcat act	LANA DNA inh	OPRM1-OPRD1 ag	Keap1 Nrf2 FP	Pemphigus Ab inh	RTF Ca sens inh	MOR-DOR inv ag	Arrestin-AP2 inh
O=C(Nc1ccccc1)Nc1ccc(F)c([N+](=O)[O-])c1	-3	1	29	-0.3	1.4	-6	125	3	-8	1
CCc1nc2sc3c(c2c(=O)n1N)CCC3	-7	-5	.	-0.4	0.6	-1	92	-8	-4	35
COc1cccc(C(=O)OCc2cc(=O)oc3c(C)c(C)ccc23)c1OC	1	-4	1	1.0	-1.8	-3	98	-17	11	-3
CSCCC(NC(N)=O)C(=O)N(C)CC(=O)Nc1cc(C)ccc1C (centres undefined)	1	-3	.	0.1	-1.1	-3	.	12	7	-1
COC(=O)c1nnn(-c2nonc2N)c1COc1ccc(C=O)cc1OC	-3	-4	6	0.5	-1.7	-1	94	-7	9	7
COc1cccc(N2CCN(S(=O)(=O)c3c(C)[nH]c(C)c3C(=O)N3CCCCC3)CC2)c1	3	-2	-1	-1.0	-0.7	-1	93	-3	3	17
COc1ccc(-c2csc(Nc3ccccc3)[n+]2CC(O)c2ccc([N+](=O)[O-])cc2)cc1 (centres undefined)	1	2	27	-0.1	6.0	-3	101	4	-33	27
CC(C)C(OC(=O)C1=Cc2ccccc2OC1)C(=O)NC1CCCC1 (centres undefined)	1	-3	-4	0.9	0.2	2	103	3	-1	-4
CCn1c(C(=O)NC(C)c2ccc3c(c2)OCCO3)cc2sccc21 (centres undefined)	-1	0	8	0.8	0.8	1	111	-9	-4	26
COc1cccc(C(=O)Nc2ccncc2)c1OC	2	1	-1	0.2	-1.4	-5	121	-7	7	16
CCCCc1cc(=O)oc2cc(C)c(CN3CCCC3)c(O)c12	4	4	-4	1.8	-3.0	2	89*	-7	14	25
N=c1c2c(-c3ccccc3)c(-c3ccccc3)n(Cc3ccco3)c2ncn1CCCn1ccnc1	-1	4	-7	-0.6	0.5	-3	109	4	-2	6
Cc1cnc(C(=O)OCC(=O)NC2CCCCCC2)cn1	2	.	0	1.7	.	2	104	.	.	2
COc1cc(C2CC(=O)C3=C(C2)Nc2ncnn2C3c2cccs2)cc(OC)c1OC (centres undefined)	-1	.	0	.	.	.	111	.	.	-1
O=C(CSc1ccccn1)NCc1ccc2c(c1)OCO2	0	-3	0	-0.7	1.1	-8	100	-29	-6	4
Cc1ccc(C(=O)NC2CCSC2=O)cc1 (centres undefined)	3	5	1	-1.3	0.8	-6	106	-5	-4	5
NNc1ccc2nncn2n1	1	0	2	1.4	0.4	-1	.	1	-2	4
CN(C)CCCNC(=O)C[C@H]1C[C@H](C(=O)N2CCOCC2)[C@@]2(C)c3[nH]c4cc(-c5ccco5)ccc4c3CCN2C1=O	4	-6	-2	0.9	-1.4	-4	97	-1	7	2
O=C(Oc1oc(-c2ccco2)nc1C=Nc1ccccc1)c1ccoc1	-1	1	-1	1.7	-2.7	-34	98	-11	15	0
O=c1c2ccccc2nc(/C=C/c2ccc(Br)cc2)n1CCO	0	.	3	.	.	.	104	.	.	-14
O=C(CN(Cc1cccs1)C(=O)CCC(=O)Nc1nccs1)NCc1ccccc1	-1	2	-2	-0.2	-1.6	-1	102	-8	10	-8
COc1ccc(C(CNC(=O)c2cccc(S(=O)(=O)Nc3ccc(F)cc3)c2)N(C)C)cc1 (centres undefined)	12	-4	-4	0.3	3.9	-2	105	3	-20	15
CC(NC(=O)CCNS(=O)(=O)c1ccc2c(c1)c(=O)n(C)c(=O)n2C)c1ccccc1 (centres undefined)	-5	-9	.	0.2	-2.6	2	97	-6	13	0

Compound activity from PubChem BioAssay.
